# Source: PubChem BioAssay
# AI-2 QS modul = modulators of Vibrio harveyi AI-2 quorum sensing system | Vibrio harveyi JMH597 AI-2 luminescence/OD600 ratio, 9 h; active compounds read low; strain lacks LuxN and CqsS sensors; 0 = neutral-control median | activity change, % at 7.5 µM | actives 0.4% (n = 300,000); in the data active means activity change below about -75%, passing the limit was not always enough; inconclusive means no clear call, values can overlap the other calls;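 further: luminescence divided by OD600 gain over 9 h not by final OD600 alone; inactives centre near 13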
# HSF1 inhib = HSF1 inhibition. NIH3T3-HGL HSE-luciferase, MG132-induced, luminescence 8 h; active compounds read low. activity change, negative = inhibition, % at 7.5 µM (by protocol). actives 0.77% (n = 300,000). AID 2098;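 active means more than half of replicate wells show activity change below -50%, luminescence cut by over half; inconclusive means some wells, but at most half, below -50%; inactive means no replicate well below -50%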;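 further: luciferase reports HSF-1 transcriptional activity via heat shock element; 0% = median of DMSO wells and -100% = zero luminescence signal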
# GSK3beta inhib = inhibitors of human GSK3beta kinase | GST-GSK3beta kinase, ADP-Glo luminescence, 60 min; active compounds read low | activity score (negative = inhibition), % at 10 µM | actives 0.038% (n = 300,000);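 active means more than half of replicate wells score below -50%, meaning over 50% inhibition versus plate controls; inconclusive means some replicates but at most half score below -50%; inactive means no replicate scores below -50%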;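 further: 0% = median DMSO wells and -100% = median GW8510 positive control wells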
# Target sequence (P49841 whole entry, looked up): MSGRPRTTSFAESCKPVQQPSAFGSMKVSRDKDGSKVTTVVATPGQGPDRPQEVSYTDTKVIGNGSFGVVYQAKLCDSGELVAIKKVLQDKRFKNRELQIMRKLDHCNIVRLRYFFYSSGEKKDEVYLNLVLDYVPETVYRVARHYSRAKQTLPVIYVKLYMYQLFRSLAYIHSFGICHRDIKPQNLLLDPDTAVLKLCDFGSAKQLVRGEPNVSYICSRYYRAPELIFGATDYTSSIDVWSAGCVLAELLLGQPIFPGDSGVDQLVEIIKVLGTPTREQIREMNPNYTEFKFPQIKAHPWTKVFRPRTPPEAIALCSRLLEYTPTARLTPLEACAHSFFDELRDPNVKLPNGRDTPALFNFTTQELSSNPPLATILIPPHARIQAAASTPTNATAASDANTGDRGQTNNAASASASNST
#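 Assay system: GST-fused GSK3beta enzyme, cell-free / Medium: Tris pH 7.5 buffer with MgCl2, DTT, BSA, heparin / Also added: peptide substrate plus 25 µM ATP (final) / Compound: 10 µM single point / Timing: kinase reaction with compound 60 min at room temperature / Detection: ADP-Glo luminescence / Benchmarks: DMSO neutral wells and GW8510 at 20 µM as positive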
# KLF5 inh = kruppel-like factor 5 inhibition; AID 1700; actives 0.23% (n = 290,000); inhibition, % at 5 µM; DLD-1 KLF5 promoter-luciferase reporter, luminescence;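 active means inhibition above a per-plate limit of that plate's mean compound inhibition plus 3 SD, cut at about 60% in these data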;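 further: 0% = DMSO wells and 100% = LY294002 at 200 µM; higher means less KLF5 promoter-driven luciferase light; inactives centre near -14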
# HSP90 refold inh = HSP90 refolding inhibition in rabbit reticulocyte lysate; luciferase refolding luminescence, 3 h; inhibition, % at 5.6 µM; actives 0.91% (n = 290,000);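 active means inhibition above the screen-wide mean plus 3 SD, computed separately per campaign, cut at about 16% in these data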;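 further: 0% = DMSO wells and 100% = 60 µM geldanamycin wells; inhibitors lower the luminescence because luciferase stays unfolded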
# aSyn 5UTR inh = MLPCN primary screen, SNCA 5' untranslated region | alpha-synuclein 5'UTR reporter, inhibitor activity | inhibition, % (tested at 7.5 µM) | AID 1813 | actives 0.82% (n = 300,000); in the data active means inhibition above about 60%; inconclusive means no clear call, values can overlap the other calls;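 further: H4 neuroglioblastoma cells stably carrying SNCA 5'UTR luciferase fusion; 0% = DMSO wells and 100% = positive control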
# GSK3 alpha inh = inhibitors of human GSK-3 alpha kinase. actives 0.1% (n = 320,000). inhibition, % at 10 µM. ADP-Glo luminescence, 60 min;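 in the data active means inhibition above about 50%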;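 further: GST-tagged GSK-3 alpha with peptide substrate and 25 µM ATP; 0% = DMSO neutral wells and 100% = GW8510 positive control wells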
# Target sequence (P49840 whole entry, looked up): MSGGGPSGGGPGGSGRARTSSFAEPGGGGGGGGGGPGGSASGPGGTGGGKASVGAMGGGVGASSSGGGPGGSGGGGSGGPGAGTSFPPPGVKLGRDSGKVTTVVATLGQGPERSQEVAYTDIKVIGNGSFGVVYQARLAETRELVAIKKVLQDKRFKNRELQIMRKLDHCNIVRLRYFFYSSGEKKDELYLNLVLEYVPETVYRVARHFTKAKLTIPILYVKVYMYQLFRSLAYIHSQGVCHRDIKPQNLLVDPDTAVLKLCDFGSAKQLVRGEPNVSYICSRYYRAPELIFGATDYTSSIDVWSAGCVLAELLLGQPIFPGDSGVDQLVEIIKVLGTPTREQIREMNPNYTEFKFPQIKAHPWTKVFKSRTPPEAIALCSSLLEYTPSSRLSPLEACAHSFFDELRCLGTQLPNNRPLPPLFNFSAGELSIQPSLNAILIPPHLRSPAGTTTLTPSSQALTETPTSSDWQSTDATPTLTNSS
# HSF1 activator = increases HSF-1 driven luciferase reporter signal; NIH3T3-HGL HSF-1 luciferase reporter, MG132, 8 h; 100% = twice DMSO control signal; actives 1.7% (n = 300,000); activation, % at 9 µM;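 active means mean replicate activation of at least 50% with a set share of replicates each reaching 50%; inconclusive means only one of those two conditions met; inactive means mean below 50% and too few replicates reaching it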;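 further: 0% = median of the neutral control wells and 100% = twice that signal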
# IEC-6 cytotox = counter-screen for KLF5 inhibitors: cytotoxicity in IEC-6 cells. inhibition, % at 5 µM. actives 0.78% (n = 290,000). AID 1825. IEC-6 cytotoxicity, luminescence viability; in the data active means inhibition above about 22%;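 further: 0% = plate median of test compound wells and 100% = cytotoxic reference compound wells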
# PolyA inhibitor = blocks polyadenylation in yeast reporter cells; S. cerevisiae SKY197-pL101 polyadenylation reporter, beta-gal luminescence; efflux-impaired pdr1/pdr3 knockout yeast; score 100 = 6 SD above DMSO; calls only at 12 µM; actives 0.02% (n = 300,000); AID 1875;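 active means lowest replicate activity score at least 50, where 100 means six control SD above control mean; inconclusive means lowest score under 50 but half or more replicates reach 50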;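 further: yeast exposed to compound for 9 h at 30 °C; higher score means more reporter readthrough which indicates perturbed polyadenylation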
# * hit, by the source's call; i = inactive; u = inconclusive; x = not tested or not shown. The list is partial, so the mix of outcomes need not match the whole.
SMILES,AI-2 QS modul,HSF1 inhib,GSK3beta inhib,KLF5 inh,HSP90 refold inh,aSyn 5UTR inh,GSK3 alpha inh,HSF1 activator,IEC-6 cytotox,PolyA inhibitor
COc1ccc(C(c2c[nH]c3ccccc23)c2c[nH]c3ccccc23)cc1O,38,7,-2,-10,1,-41,4,17,4,i
COc1ccc(NC(=O)c2cc(S(=O)(=O)N3CCCC3)oc2C)cc1,11,-2,-2,9,2,-10,5,30,-1,i
Cn1c(=O)c2c(nc(SCc3ccc(C(=O)O)cc3)n2C)n(C)c1=O,7,1,-1,-19,3,2,-2,4,1,i
CCn1c(SCC(=O)N2CCC(C(N)=O)(N3CCCCC3)CC2)nnc1-c1ccccc1,13,-1,1,0,-1,-1,0,-10,1,i
Cc1cc(Br)ccc1OCC(=O)N(Cc1nc(-c2ccccc2)no1)C(C)C,1,11,2,-29,-1,5,-2,16,-2,i
CN1CC2([N+](=O)[O-])CC=C(Oc3ccccc3)C([N+](=O)[O-])(C1)C2 (centres undefined),10,6,1,-12,0,-7,0,18,4,i
CCCCOCCCNC(=O)/C=C/c1ccccc1Cl,-3,-1,-4,-17,-1,-3,-9,-18,-2,i
CCc1c(C)sc(NC(=O)c2noc(C)c2[N+](=O)[O-])c1C#N,16,-2,-1,4,4,-3,x,0,4,i
COc1ccc(NS(=O)(=O)c2ccc(NS(=O)(=O)c3cccs3)cc2)cc1,33,-2,3,5,-3,12,-4,6,-6,i
COc1ccc(N2CCN(CCNC(=O)C3CC(=O)N(C4CCCC4)C3)CC2)cc1 (centres undefined),16,4,3,-15,7,9,0,12,0,x
Cc1cc(C(=O)COC(=O)c2ccc(N)cc2)c(C)n1-c1c(C)n(C)n(-c2ccccc2)c1=O,8,-12,-3,-33,-2,13,0,2,-8,i
O=C1CC(Nc2ccccc2)C(=O)N1Cc1ccccc1 (centres undefined),-52,15,-2,-18,7,11,8,7,10,i
CC(C)Cn1c(N)c(C(=O)COC(=O)c2ccc(F)cc2)c(=O)n(C)c1=O,10,0,8,-1,4,25,9,3,4,i
COc1cc(C(=O)NNC(=S)NCc2ccco2)cc(OC)c1OC,39,3,4,0,0,5,-2,14,5,i
Cc1ccc(CNC(=O)C(=O)NCCC2CCCCN2S(=O)(=O)c2cccs2)cc1 (centres undefined),16,-2,-2,x,x,1,2,6,x,i

# Given bar-delimited: two of the compounds above.
mol | AI-2 QS modul | HSF1 inhib | GSK3beta inhib | KLF5 inh | HSP90 refold inh | aSyn 5UTR inh | GSK3 alpha inh | HSF1 activator | IEC-6 cytotox | PolyA inhibitor
Cc1cc(C(=O)COC(=O)c2ccc(N)cc2)c(C)n1-c1c(C)n(C)n(-c2ccccc2)c1=O | 8 | -12 | -3 | -33 | -2 | 13 | 0 | 2 | -8 | i
CCn1c(SCC(=O)N2CCC(C(N)=O)(N3CCCCC3)CC2)nnc1-c1ccccc1 | 13 | -1 | 1 | 0 | -1 | -1 | 0 | -10 | 1 | i

# Carrying on:
SMILES,AI-2 QS modul,HSF1 inhib,GSK3beta inhib,KLF5 inh,HSP90 refold inh,aSyn 5UTR inh,GSK3 alpha inh,HSF1 activator,IEC-6 cytotox,PolyA inhibitor
COc1ccc(CCN2CC(C(=O)NCCc3ccccc3C)CCC2=O)cc1 (centres undefined),2,-1,2,-24,3,18,x,8,-5,i
Cc1cccn2c(CNCCc3ccco3)c(C(=O)N3CCOCC3)nc12,-1,-2,-3,-30,7,-3,x,-6,-3,i
Cn1ccnc1SCC(=O)Nc1ccc2c(c1)OCCO2,13,16,-11,-89,6,-44,-2,14,0,i
CCN(CC)S(=O)(=O)c1ccc(NC(=O)CSc2nnc(-c3cccc(OC)c3)n2C)cc1,-7,-2,1,13,7,8,-1,1,4,i
COC(=O)c1cc(NC(=O)CC2NCCNC2=O)cc(C(=O)OC)c1 (centres undefined),21,1,-21,-6,1,2,1,0,-2,i
COc1cc(C)c(S(=O)(=O)NCc2cccs2)cc1C,-4,-1,2,-12,1,2,-4,-4,4,i
Cc1ccc(CS(=O)(=O)Cc2ccc(C(=O)NCCc3ccccc3)o2)cc1,17,4,1,8,-4,-6,0,4,-6,i
COc1ccc(/C=C(/C(=O)c2cccs2)N2C=CC=CC2=C(C#N)C#N)cc1,70,99,3,-9,-1,-102,x,177*,3,i
COc1ccc(NC(=O)C(C)SCc2ccccc2)cc1OC (centres undefined),9,1,0,-4,0,3,-2,4,-2,i
O=C(Nc1nccs1)c1ccc2c(=O)n3c(nc2c1)CCCCC3,16,21,0,-133,-1,-129,-1,19,-2,x
COc1ccccc1OCC(=O)Nc1ccc(CSc2ccccc2)cc1C,-2,7,-4,-14,3,8,1,-1,-1,i
Cc1nc2ccc(C(=O)O)cc2nc1C,6,-4,0,11,-6,16,0,-1,0,i
O=C(O)CCCNC(=O)Nc1ccccc1,20,-9,4,3,-3,5,0,-14,-3,i
Cc1ccc(S(=O)(=O)N(C)CCCC(=O)N2CCOCC2)cc1,-13,-10,0,-6,5,2,0,-12,0,i
COCCOc1nc2ccccc2nc1C,8,-18,-2,25,3,-6,-1,-35,7,i
CC(=O)N(CC1CCCO1)c1nnc(-c2cnccn2)s1 (centres undefined),8,2,-3,-12,1,-22,-1,25,2,i
O=C(c1ccco1)N1CCN(c2ncnc3c(-c4ccc(Cl)cc4)nsc23)CC1,14,-44,2,-38,13,-8,-3,-50,1,i
COc1ccc2c(=O)c3c(=O)n(Cc4ccco4)c(C(C)C)nc3oc2c1,7,-4,0,4,2,23,9,2,-4,i
CCOC(=O)C1(CCCc2ccccc2)CCN(C(=O)C(C)n2cncn2)CC1 (centres undefined),9,-18,-3,-38,-2,0,-3,-35,-12,i
CCCCN(CCCC)CCCNC(=O)Cn1cc2c(n1)-c1c(oc(C(=O)N3CCCC3)c1C)CC2,18,-9,2,-9,0,1,1,-7,-1,i
O=C(CC1S/C(=N/N=C/c2cccs2)NC1=O)Nc1ccc(Cl)cc1 (centres undefined),12,-7,1,-19,3,13,x,-10,1,i
CCOc1ccccc1C(=O)NCCCn1ccnc1,23,-4,-3,-21,3,-1,x,4,-1,i
COc1ccc(O)c(CN2CCN(CCc3ccccc3)C(CCO)C2)c1 (centres undefined),29,-3,1,13,1,-11,-1,-8,1,i
O=C1COc2ccc(C(=O)/C=C/c3ccccc3)cc2N1,6,22,1,-28,1,-114,0,53*,0,i
CS(=O)(=O)Cc1ccc(C(=O)N(CCc2ccccc2)Cc2ccccc2)cc1,3,20,-4,-21,1,-21,0,23,-2,i
CC(NC(=O)Nc1ccc(Br)cc1)C(C)(C)C (centres undefined),2,19,3,-24,-3,-77,-6,39,-8,i
CCCc1cc(=O)oc2cc(C)cc(OC(C)C(=O)NCc3cccnc3)c12 (centres undefined),12,-2,-1,-22,0,19,0,10,2,i
Cc1ccc(OCCOc2ccc(Br)cc2)c([N+](=O)[O-])n1,11,17,1,-123,-4,-182,-2,34,1,i
COc1ccc(S(=O)(=O)N2CCCCCC2)cc1N(C)S(=O)(=O)c1ccc(Cl)cc1,-1,-13,0,-14,-3,19,-1,-28,-1,i
CCCCn1c(SCc2cccnc2)nc2c1c(=O)n(C)c(=O)n2C,9,-7,-1,-25,4,30,-2,-14,3,i
CC1Cn2c(nnc2-c2cc3ccccc3cc2O)S1 (centres undefined),27,6,1,-8,-2,-2,0,27,-9,i
CCC(C(=O)NC1CCCCCC1)c1ccccc1 (centres undefined),12,17,2,x,x,-7,-2,43,x,i
Cc1c(NC(=O)CSc2nncn2-c2ccccc2)c(=O)n(-c2ccccc2)n1C,20,2,1,x,x,0,-1,12,x,i
CCN1C(=O)/C(=C/c2cc(C)n(C)c2C)SC1=Nc1ccc(OC)cc1,7,18,4,-35,-2,39,19,16,6,i
COc1cc(C(=O)Nc2nnc(CC(=O)N3CCOCC3)s2)cc(OC)c1OC,4,1,-1,-6,0,5,2,17,3,i
CC(=O)Nc1ccc(NC(=O)CSc2nc(N)c(NC(=O)c3ccco3)c(=O)[nH]2)cc1,4,-7,0,-24,-3,-51,-3,-8,-9,i
CCCSC1=N/C(=C/c2ccsc2)C(=O)N1c1ccccc1,12,0,0,-24,-2,13,-1,4,-1,i
O=C(/C=C/c1ccccc1O)c1ccco1,-4,23,-2,-21,2,-54,-3,30,-2,i
Nc1ncc(N=Nc2cc(C(=O)O)ccc2Cl)s1,x,x,x,-6,0,x,5,x,-3,x
O=C(CCc1ccccc1)Nc1ccncc1,6,-4,-18,-15,-2,-11,2,-2,-2,i
CC(=O)N1CCN(c2ccc(NC(=O)C(c3ccccc3)c3ccccc3)cc2)CC1,17,3,1,-16,-2,-6,-5,10,-3,i
O=C(/C=C/c1cccc(Cl)c1)N1CCC(Cc2ccccc2)CC1,3,26,-24,-34,-1,-56,0,25,0,i
CCOC(=O)c1cc(C(=O)OCC)c(=O)[nH]c1N1CCCCC1,37,9,0,1,-1,-3,3,16,4,i
Cc1cccc(OCCCSc2nc3ccc(C)cc3[nH]2)c1,-7,3,0,1,1,16,-2,6,1,i
O=C(Cc1ncc(C(F)(F)F)cc1Cl)NCCc1ccccn1,6,2,1,-6,1,19,-2,30,0,i
Cc1nc2ccccn2c1-c1csc(Nc2cccc(C(=O)O)c2)n1,22,3,0,-12,-4,-10,0,21,-2,i
COc1ccc2c(c1)NC(c1ccc(N(C)C)cc1)c1cccn1-2 (centres undefined),11,5,-2,1,3,-10,3,35,3,i
CC(=O)OC1COC(n2ccc3ccccc32)C(OC(C)=O)C1OC(C)=O (centres undefined),0,-7,4,-10,2,1,1,9,-3,i
CCOc1c(C)cc(S(=O)(=O)NCc2ccccn2)c(C)c1C,14,1,-7,4,1,13,2,-1,4,i
CC(=O)c1cccc(NC(=O)N2CCOCC2)c1,2,4,2,-23,-1,23,0,21,5,i
CCN1C(=O)[C@H]2[C@@H](c3ccc(-c4ccc(Cl)c(Cl)c4)cc3)N3CCCC[C@@]3(C(=O)OC)[C@H]2C1=O,-5,4,4,x,x,-25,12,-5,x,i
CCOC(=O)c1c(CC(C)C)csc1NC(=O)C(C)C,9,2,-3,1,0,33,0,11,1,i
CCOC(=O)Cn1cnc2scc(-c3ccc(C)cc3)c2c1=O,17,-3,4,-16,-7,16,1,1,1,i
CCCCNc1nc(N(C)c2ccccc2)nc(-n2ccnc2)n1,34,-5,3,7,-1,4,3,0,1,i
Cc1cc(C(=O)N(CCC#N)Cc2cccs2)no1,17,-8,-6,-29,-3,2,1,0,-9,i
CCOc1ncccc1C(=O)OCC(=O)Nc1cc(S(=O)(=O)N(CC)CC)ccc1C,16,-9,2,25,-1,24,1,-10,3,i
CC(/C=N/Nc1nc(N2CCCCC2)nc(N2CCCCC2)n1)=C\c1ccccc1,u,-2,-1,-20,-1,20,-2,11,-4,i
